MIN6 prolif – inducers of MIN6 beta-cell proliferation, primary screen, ATP luminescence, uHTS. MIN6 cells proliferation, ATPlite luminescence, 48 h; cells starved in 0.2% serum; 100% = growth in 10% serum. proliferation, % at 10 µM. 330,000 tested, 0.29% active. AID 2380, 2010;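 active = compounds whose signal lies at least 3.5 SD above the mean of all wells on their plate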;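 note: 0% = DMSO-treated cells in low-serum medium and 100% = 10% serum control; some compounds called inactive have numbers as strong as hits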
NALP3 yeast inh – NALP3 inflammasome inhibitors in reconstituted yeast, primary screen, luminescence, uHTS; inhibition, % at 10 µM; Yeast reconstituted NLRP3/ASC/caspase-1, beta-gal luminescence, 24 h; 330,000 tested, 0.39% active;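 active = inhibition of 50% or more; inactive = inhibition below 50%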;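 note: plate controls were induced DMSO wells for no effect and uninduced yeast grown without galactose for full effect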
A3A deaminase – APOBEC3A ssDNA deaminase inhibitors, primary screen, selectivity assay for APOBEC3G inhibitor project, biochemical, FAM/TAMRA oligo cleavage fluorescence | 330,000 tested, 0.41% active | inhibition, % at 20 µM | DNA dC->dU-editing enzyme APOBEC-3A (Homo sapiens), P31941 | recombinant A3A, FAM/TAMRA ssDNA deamination fluorescence;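 active = at least 40% inhibition at 20 µM here, with at most 30% in a related deaminase screen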;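 note: plate controls were A3A with DMSO for no effect and wells lacking A3A enzyme for full effect; some results filed as inactive read as strong as hits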
Target sequence (P31941 whole entry, looked up): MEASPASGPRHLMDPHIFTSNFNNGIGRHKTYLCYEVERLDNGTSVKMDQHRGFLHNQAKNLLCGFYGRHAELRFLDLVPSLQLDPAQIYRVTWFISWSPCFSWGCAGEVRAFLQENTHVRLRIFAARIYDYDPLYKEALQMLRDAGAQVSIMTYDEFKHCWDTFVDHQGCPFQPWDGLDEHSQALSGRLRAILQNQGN
TIM10 inh – growth inhibitors of isogenic TIM10 control yeast, primary screen, counter-screen for tim10-1 yeast inhibitor project, luminescence, uHTS. S. cerevisiae TIM10 strain growth, BacTiter-Glo luminescence, 24 h. inhibition, % at 10 µM. 330,000 tested, 1.4% active;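 active = inhibition of 40% or more at the single tested concentration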;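 note: wild-type TIM10 isogenic control strain grown at permissive 25 °C; 0% = DMSO yeast wells and 100% = minimal medium wells without yeast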
hIAP block – human IAP inhibitors, primary screen, biochemical, luminescence, uHTS | AID 2544, 2010 | inhibition, % at 10 µM | 330,000 tested, 0.12% active | purified IAP, CDP-Star luminescence, 30 min;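 active = inhibition reaching a set limit with compound at 10 µM in the primary screen, cut at about 35% in these data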;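 note: plate controls were DMSO wells with enzyme for no effect and no-enzyme buffer wells for full effect; values of inactives mirror those of a sister screen read the other way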
mIAP activ – activators of mouse IAP, primary screen, biochemical, luminescence, uHTS; muIAP, CDP-Star luminescence, 30 min; hits give high values; 1 = vehicle-only enzyme signal, 0 = enzyme-free wells; activation factor at 10 µM; 330,000 tested, 0.24% active; AID 2805, 2010;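 active = activation factor of at least 2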; note: the source names both 10 and 20 µM as test concentration; values of inactives mirror those of a sister screen read the other way
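System: mouse IAP enzyme. Reagent: CDP-Star chemiluminescent phosphatase substrate. Benchmarks: DMSO wells, no-enzyme wells. Times: 30 min enzyme-substrate-compound incubation at room temperature. Detection: luminescence from enzymatic CDP-Star hydrolysis. Doses: test compounds delivered from DMSO solution.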
tim10-1 inh – growth inhibitors of tim10-1 mutant yeast, primary screen, luminescence, uHTS. AID 463190, 2010. 330,000 tested, 2.2% active. S. cerevisiae tim10-1 ts strain growth, BacTiter-Glo, 24 h. inhibition, % at 20 µM;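 active = inhibition of at least 40%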;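 note: mutant grown at 25 °C; 0% = DMSO wells with yeast and 100% = wells holding no yeast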
mIAP block – inhibitors of mouse IAP, primary screen, biochemical, luminescence, uHTS; inhibition, % at 10 µM; 330,000 tested, 0.2% active; AID 2806, 2010; purified mouse IAP, CDP-Star luminescence, 30 min; intestinal alkaline phosphatase [Mus musculus];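 active = inhibition of at least 40% at 10 µM in the primary screen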;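 note: plate controls were DMSO with enzyme for no effect and no enzyme wells for full effect; values of inactives mirror those of a sister screen read the other way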
A3G deaminase – APOBEC3G DNA deaminase inhibitors, primary screen, biochemical, fluorescence, single-stranded DNA substrate, uHTS; DNA dC->dU-editing enzyme APOBEC-3G (Homo sapiens), Q9HC16; recombinant A3G, ssDNA deamination FAM/TAMRA fluorescence; inhibition, % at 20 µM; 330,000 tested, 0.28% active;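 active = inhibition of at least 40% at 20 µM, with no more than 30% in the related APOBEC3A deaminase screen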;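 note: plate controls were DMSO wells with A3G for no effect and wells lacking A3G enzyme for full effect; some compounds called inactive have numbers as strong as hits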
Target sequence (Q9HC16 whole entry, looked up): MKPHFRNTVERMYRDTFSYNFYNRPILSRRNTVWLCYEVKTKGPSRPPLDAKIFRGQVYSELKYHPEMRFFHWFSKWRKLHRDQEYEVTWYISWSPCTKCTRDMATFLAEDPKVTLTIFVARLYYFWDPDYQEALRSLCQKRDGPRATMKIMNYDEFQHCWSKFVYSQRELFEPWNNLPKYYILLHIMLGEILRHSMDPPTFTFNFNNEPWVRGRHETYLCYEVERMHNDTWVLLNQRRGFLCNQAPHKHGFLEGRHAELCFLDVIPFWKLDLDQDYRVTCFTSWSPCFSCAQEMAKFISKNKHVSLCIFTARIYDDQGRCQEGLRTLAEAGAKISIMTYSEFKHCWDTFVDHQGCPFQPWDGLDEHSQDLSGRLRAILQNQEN
Starred values were filed as active, the others as inactive. An unsorted share of the library (roughly 4.6% active in at least one column).

SMILES	MIN6 prolif	NALP3 yeast inh	A3A deaminase	TIM10 inh	hIAP block	mIAP activ	tim10-1 inh	mIAP block	A3G deaminase
[O-]/[N+](=C\c1ccncc1)c1ccc(Br)cc1	0	12	-3	7	5	0.94	12	6	-3
COC1=NS(=O)(=O)c2ccccc21	0	4	0	-4	1	0.93	7	7	4
Cc1cc(C)n2nc(C(=O)N(C)C(c3ccccc3)c3ccccc3)nc2n1	-3	10	-1	16	8	0.97	28	3	-4
COC(=O)/C(=C/c1ccc(F)cc1)NC(C)=O	6	-6	2	-5	0	1	14	-3	2
NC(=O)c1cc(S(=O)(=O)N2CCOCC2)ccc1N1CCCC1	-1	3	-3	5	30	0.97	-19	3	-4
O=C(CNC(=O)c1cc2c(n(-c3ccccc3)c1=O)CCCC2=O)c1ccccc1	1	9	8	15	-16	1	5	-3	-2
COc1ccc(/C=C/C(=O)Nc2nc(N)n(-c3ccccc3)n2)cc1	0	5	-6	6	16	0.97	-1	3	-10
COc1cccc(CNS(=O)(=O)c2c(C(=O)N3CCCCCC3)c(C)n(C)c2C)c1	3	13	-1	12	-2	0.94	-3	6	-2
CC(=O)Oc1c(Cl)cc(Cl)cc1/C=C/c1ccc2ccccc2n1	-6	6	-19	33	-4	0.91	33	9	-40
COc1cccc(/C=N/Nc2nc3ccccc3[nH]2)c1O	-6	14	8	-3	-67	0.93	-6	7	6
COc1ccc(NC2=CC(c3ccc(OC)c(OC)c3)N(c3ccc(OC)cc3)C2=O)cc1 (stereo not drawn)	0	6	-5	11	4	0.98	15	2	-7
O=C(CN1CCCCC1)Nc1ccc(S(=O)(=O)N2CCCCCC2)cc1	-3	15	-2	-16	5	1	17	0	-5
Nn1c(SCC(=O)Nc2ccc3c(c2)OCCO3)nnc1C(F)(F)F	-5	3	61*	1	-1	0.9	11	10	17
CCOCCCNC(=S)N(CCO)Cc1cc2cc3c(cc2[nH]c1=O)OCCO3	-2	22	3	-8	-2	0.92	0	8	9
CCOC(=O)CNS(=O)(=O)c1c(C)noc1C	-2	-9	-3	1	18	1	4	0	-10
COc1cccc(NC(=O)C2Cc3ccccc3CN2C(=O)c2ccco2)c1 (stereo not drawn)	-3	-18	-3	7	-6	1.1	-6	-5	-8
Cc1c(NC(=O)c2ccc(Cl)c(S(=O)(=O)N3CCOCC3)c2)c(=O)n(-c2ccccc2)n1C	-1	4	-1	-12	10	0.98	3	2	-3
Nc1ccc(-c2nc3c(ccc4ccccc43)[nH]2)cc1	-3	23	-2	66*	-26	1	5	-4	0
CCOc1ccccc1N1CCN(Cc2cc3c(cc2[N+](=O)[O-])OCO3)CC1	-3	7	-8	4	-11	0.96	18	4	-12
Cc1ccccc1-n1c(SCC(=O)N(C)C2CCS(=O)(=O)C2)nc2ccccc2c1=O (stereo not drawn)	1	14	-1	12	0	0.95	-1	5	-11
Oc1ccc(-c2nccc(-c3ccccn3)n2)cc1	-2	16	-2	8	-22	1.1	24	-6	8
CC(C)(C)C1CCC(C(=O)OCC(=O)N2CCN(C(=O)c3ccco3)CC2)CC1 (stereo not drawn)	0	28	3	13	-26	1.1	32	-9	1
COc1ccccc1-n1c(-c2cc(-c3ccc(F)cc3)n[nH]2)n[nH]c1=S	0	18	-5	9	-83	0.96	-4	4	-2
CCc1ccc(NC(=S)Nc2ccc(S(=O)(=O)Nc3ncccn3)cc2)cc1	-6	8	-4	-11	-2	1.2	11	-19	-5
CC(C)(C)NC(=O)COc1ccc(CNc2ncn[nH]2)cc1	-4	-2	-2	2	-19	0.98	3	2	-11

A3A deaminase, entries above that show a hit
SMILES,NALP3 yeast inh,A3A deaminase,hIAP block,mIAP activ,mIAP block,A3G deaminase
Nn1c(SCC(=O)Nc2ccc3c(c2)OCCO3)nnc1C(F)(F)F,3,61*,-1,0.9,10,17

(list continues)
SMILES	MIN6 prolif	NALP3 yeast inh	A3A deaminase	TIM10 inh	hIAP block	mIAP activ	tim10-1 inh	mIAP block	A3G deaminase
CCC(C)(C)NC(=O)Cn1c(-c2ccccc2)cc(C(C)=O)c1C	2	20	-2	-4	-19	0.92	27	8	-5
O=C(Nc1ccc2c(c1)OCCO2)N1CCOCC1	-3	-6	1	17	6	1.1	9	-7	0
Cc1ccc(S(=O)(=O)N/N=C/c2cccc([N+](=O)[O-])c2)cc1	-1	-4	0	-5	2	1	27	-5	1
CN(c1ccc(OC(=O)CN2C(=O)NC3(CCCC3)C2=O)cc1)S(=O)(=O)c1ccccc1	-4	8	-1	0	12	0.94	18	6	-3
COC(=O)c1ccc(NC(=O)CN(c2ccc(OC)cc2)S(C)(=O)=O)cc1	-1	13	-2	0	-16	1	5	-1	-4
O=C(CN1CCCCC1)NNc1nc(-c2ccccc2)c2cc(Br)ccc2n1	-3	17	2	15	-39	0.96	16	4	0
Cc1ccc(/C=N\NC(=O)c2ccc(Cn3cc(Br)c([N+](=O)[O-])n3)o2)o1	5	-4	1	-15	-15	0.83	14	16	1
COCCOC(=O)C1=C(C)N=C2SCCC(=O)N2C1c1cccs1 (stereo not drawn)	-4	5	2	-11	-6	1.1	13	-14	-2
Cc1cc(NCC2CCCCC2)nc2ccccc12	-3	31	-3	6	-11	1.1	25	-5	5
Cc1nc(-c2ccc(S(=O)(=O)Nc3ccccc3C)cc2)co1	-3	-8	1	13	3	1.1	28	-9	5
COc1ccccc1CN(C)C(=O)CSc1nnc(C2CC2)n1C1CC1	6	18	2	0	8	1.1	6	-8	5
O=C(CN1CCOCC1)Nc1ccc(-c2nc3ccccc3[nH]2)cc1	-2	6	2	-3	9	1	6	-2	-2
Cc1ccccc1C(=O)N1CCN(c2ccc(NC(=O)c3cccc(OC(C)C)c3)cc2)CC1	-3	3	-1	12	-34	0.98	9	2	0
COc1ccc(NC(C)(C)c2nnnn2-c2c(C)cccc2C)cc1	-2	-9	0	23	-34	1	40*	-4	-2
Cc1noc(C)c1C(=O)Nc1nc(-c2ccc(F)c(F)c2)cs1	4	8	0	4	7	0.9	7	10	-8
CCOCCCNC(=O)C(c1ccc(OC)cc1)N(Cc1ccc2c(c1)OCO2)C(=O)c1cnccn1 (stereo not drawn)	-1	-9	-2	8	-10	1.1	2	-8	6
COc1ccc(C2=CC(=O)CC(c3ccc(F)cc3)C2)cn1 (stereo not drawn)	1	18	6	9	2	0.99	28	1	-5
CCOC(=O)CSC1=NC(=O)/C(=C\c2ccc(Cl)cc2)S1	-6	38	1	50*	6	0.83	38	17	0
O=C(/C=C/c1ccccc1)NCCS(=O)(=O)N1CCN(c2ccc(F)cc2)CC1	5	7	0	3	6	0.94	6	6	0
O=C(NCc1ccccn1)C(C(=O)c1ccc(F)cc1)n1ccccc1=O (stereo not drawn)	-2	-2	-3	3	-7	1	13	-2	-9
CN1CCN(C(c2ccc(Cl)cc2)c2cc(Cl)c3cccnc3c2O)CC1 (stereo not drawn)	0	40	-2	3	-17	0.88	40*	12	-1
COc1cc(C(=O)Nc2ccccn2)cc(OC)c1OC	2	2	6	-1	10	0.88	16	12	1
O=C(NCc1n[nH]c(=S)n1-c1ccc(F)cc1)c1ccc(S(=O)(=O)N2CCCCC2)cc1	0	16	-3	-4	7	0.94	1	6	9
CN(C)CCC(Oc1ccccc1OCc1ccccc1)c1ccccc1 (stereo not drawn)	-3	19	-5	10	-4	0.95	17	5	-13
CC12CCC(=O)N1C(C(=O)Nc1nnc(SCc3ccccc3F)s1)CS2 (stereo not drawn)	2	11	3	20	-13	0.94	35	6	-1

Whole records as entered above. Values in the order: MIN6 prolif	NALP3 yeast inh	A3A deaminase	TIM10 inh	hIAP block	mIAP activ	tim10-1 inh	mIAP block	A3G deaminase
Entry for Cc1ccc(S(=O)(=O)N/N=C/c2cccc([N+](=O)[O-])c2)cc1 → -1	-4	0	-5	2	1	27	-5	1
Entry for COCCOC(=O)C1=C(C)N=C2SCCC(=O)N2C1c1cccs1 (stereo not drawn) → -4	5	2	-11	-6	1.1	13	-14	-2
Entry for Cc1noc(C)c1C(=O)Nc1nc(-c2ccc(F)c(F)c2)cs1 → 4	8	0	4	7	0.9	7	10	-8

The listing picks up, starting 2 compounds before the break.
SMILES	MIN6 prolif	NALP3 yeast inh	A3A deaminase	TIM10 inh	hIAP block	mIAP activ	tim10-1 inh	mIAP block	A3G deaminase
CN(C)CCC(Oc1ccccc1OCc1ccccc1)c1ccccc1 (stereo not drawn)	-3	19	-5	10	-4	0.95	17	5	-13
CC12CCC(=O)N1C(C(=O)Nc1nnc(SCc3ccccc3F)s1)CS2 (stereo not drawn)	2	11	3	20	-13	0.94	35	6	-1
C=CCn1c(=O)c2ccccc2n2c(SCC(=O)NC(C)C)nnc12	3	-11	-4	9	6	0.92	-6	8	-10
CCOC(=O)Cc1csc(NC(=O)CCc2ccc(S(=O)(=O)N3CCOCC3)cc2)n1	-1	-3	-4	-9	-1	1.1	2	-5	-6
Cc1ccc(NC(=O)CS(=O)(=O)c2cn(C)c3ccccc23)c(C)c1	4	5	-2	-2	11	1	-9	-4	-8
COc1ccc(-c2sc3cc(OC)c(OC)cc3c2-c2ccc(O)cc2)cc1	-5	3	-5	23	-10	1.1	23	-6	-10
COc1ccc(CNC(=O)CSc2nnc3c(Cl)cc(C(F)(F)F)cn23)cc1OC	-3	0	-1	3	11	0.89	2	11	-5
COc1ccc(N2CCN(c3oc(COc4ccccc4Cl)nc3C#N)CC2)cc1	-1	10	-4	15	10	1	29	-2	-8
COc1ccc([C@@H]2CC=C(C(=O)O)[C@H](c3ccc(Br)cc3)N2S(=O)(=O)c2ccc(C)cc2)cc1OC	-2	12	-1	10	10	0.97	-4	3	0
Cc1ccc(N2C(=O)[C@@H]3C(C(=O)CCN4C(=O)c5ccccc5C4=O)=NN[C@@H]3C2=O)cc1	1	-3	1	4	-3	1	4	-3	-5

Compound activity: PubChem BioAssay, Sanford-Burnham Center for Chemical Genomics
